Screens (PubChem)
RPL19A TOR yeast: modulators of TOR pathway RPL19A-GFP in S. cerevisiae | S. cerevisiae RPL19A-GFP strain, flow cytometry, 3 h; hits give low values | percent response vs DMSO, % at 10 µM | 0.3% of 330,000 active;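 active = percent response vs DMSO below 50%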;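 also: median channel GFP fluorescence of the barcoded RPL19A-GFP strain; ratio of sample median GFP to plate DMSO average so 100% = DMSO; lower means less RPL19A-GFP as with rapamycin TOR inhibition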
AHR activator: activates the human aryl hydrocarbon receptor | AID 2796 | P35869 | 2.5% of 320,000 active | activation, % at 5 µM | AHR-responsive luciferase reporter cells, luminescence; in the data active = activation above about 47%;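 also: 0% = vehicle wells and 100% = reference agonist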
EBNA-1 inh: blocks EBNA-1 binding to DNA; EBNA-1 DNA binding, fluorescence polarization; inhibition, % at 14.8 µM; 0.34% of 300,000 active; in the data active = inhibition above about 28%
ZTA counter: counter-screen for EBNA-1 inhibitors: inhibitors of Epstein-Barr virus ZTA; ZTA-DNA binding, fluorescence polarization; inhibition, % at 11 µM; 0.15% of 320,000 active; in the data active = inhibition above about 33%
proCasp3 act: procaspase-3 (human) activation. recombinant procaspase-3 D3A, Ac-DEVD-pNA absorbance 405 nm. activation, % at 8.5 µM. 0.11% of 330,000 active. AID 463141;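 active = activation above the mean of all tested compounds plus 3 SD, cut at about 21% in these data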;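 also: 0% = DMSO alone and 100% = DMSO wells spiked with extra 5 µM PC-3 D3A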
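Assay system: Autoprocessing-dead procaspase-3 D3A mutant enzyme; also added: Ac-DEVD-pNA; doses: one concentration, 8.5 µM nominal, 0.8% DMSO; times: 1 h compound preincubation, 2 h substrate hydrolysis at 25 °C; technique: 405 nm absorbance of p-nitroaniline, reads at 0 and 120 min; measure: % activation between DMSO and enzyme-spiked controls; repeats: single replicate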
LAP4 TOR yeast: modulators of TOR pathway LAP4-GFP in S. cerevisiae | S. cerevisiae LAP4-GFP multiplex, flow cytometry GFP, 3 h; median GFP as percent of DMSO wells | GFP response vs DMSO, % at 10 µM | 0.34% of 320,000 active | AID 2023;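 active = GFP response vs DMSO above a set limit, about the screen mean plus 3 SD, cut at about 150% in these data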
procasp7 counter: activates human procaspase-7, counter-screen for procaspase-3 activators; P55210; recombinant procaspase-7, Ac-DEVD-pNA absorbance 405 nm; D23A/D198A/D206A triple mutant, cannot self-cleave; scale: DMSO 0, 5 µM enzyme 100; activation, % at 8.5 µM; 0.093% of 330,000 active; AID 463210;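 active = percent activation above the screen-wide mean plus 3 SD, cut at about 25% in these data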
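signal = Epi-absorbance of released pNA at 405 nm, two timepoints | assay system = Uncleavable procaspase-7 mutant enzyme | reagent = Ac-DEVD-pNA substrate, 400 µM as added | times = 1 h enzyme–compound preincubation and 2 h substrate reaction, both 25 °C | benchmarks = low DMSO alone, high DMSO plus 5 µM PC-7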
MEP2-GFP yeast: modulators of TOR pathway MEP2-GFP in S. cerevisiae; S. cerevisiae MEP2-GFP strain, flow cytometry GFP, 3 h; 100% = DMSO control level; GFP response vs DMSO, % at 10 µM; 0.51% of 330,000 active;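 active = GFP response versus DMSO above a set limit, roughly screen mean plus 3 SD, cut at about 180% in these data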;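 also: median GFP fluorescence of the barcode-gated MEP2-GFP cells per well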
* = called active by the depositor.

For Cc1ccc(-n2[nH]c(C)c(/C=N/NC(=O)c3cccc([N+](=O)[O-])c3)c2=O)cc1C the results were RPL19A TOR yeast 98.1, AHR activator 15.9, EBNA-1 inh 10.4, ZTA counter 22.7, proCasp3 act -0.4, LAP4 TOR yeast 124.2, procasp7 counter 11.5 and MEP2-GFP yeast 108.0.
`COc1ccc(-c2cc(C(=O)N/N=C/c3ccc(OC)c(COCC(F)(F)C(F)F)c3)c3ccccc3n2)c(OC)c1` gave RPL19A TOR yeast 103.5, AHR activator 21.9, EBNA-1 inh -1.0, ZTA counter 5.5, proCasp3 act 8.6, LAP4 TOR yeast 90.5, procasp7 counter 2.9 and MEP2-GFP yeast 103.1.
COC(=O)c1ccccc1NC(=O)COC(=O)C1CCCCC1 was read as RPL19A TOR yeast 100.7, AHR activator 0.8, EBNA-1 inh 2.4, ZTA counter 3.7, proCasp3 act -2.9, LAP4 TOR yeast 99.2, procasp7 counter 2.5 and MEP2-GFP yeast 104.5.
Screening CCOC(=O)/C(C#N)=C(C)/C=C1\Sc2ccccc2N1CC returned RPL19A TOR yeast 106.0, AHR activator 0.0, EBNA-1 inh -2.5, ZTA counter -6.6, proCasp3 act -15.2, LAP4 TOR yeast 99.8, procasp7 counter -26.0 and MEP2-GFP yeast 108.7.
For N#C/C(=C\c1c(N2CCN(Cc3ccccc3)CC2)nc2ccccn2c1=O)S(=O)(=O)c1ccccc1 the results were RPL19A TOR yeast 97.6, AHR activator 0.5, EBNA-1 inh 11.9, ZTA counter 10.4, proCasp3 act -8.8, LAP4 TOR yeast 97.7, procasp7 counter -4.4 and MEP2-GFP yeast 97.8.
For Cc1ccc(S(=O)(=O)CC(=O)N(C)C)cc1 the results were RPL19A TOR yeast 95.7, AHR activator 5.8, EBNA-1 inh -1.0, ZTA counter -2.2, proCasp3 act 13.5, LAP4 TOR yeast 96.2, procasp7 counter -1.8 and MEP2-GFP yeast 99.9.
For Cc1ccc(S(=O)(=O)N(Cc2ccccc2Cl)C(=O)N2CCN(C)CC2)cc1 the results were RPL19A TOR yeast 95.9, AHR activator 1.0, EBNA-1 inh -3.2, ZTA counter -13.2, proCasp3 act 6.7, LAP4 TOR yeast 123.4, procasp7 counter 4.4 and MEP2-GFP yeast 96.0.
Screening COc1ccc(OC)c(S(=O)(=O)N2c3ccccc3CC2C)c1 (stereo not given) returned RPL19A TOR yeast 93.8, AHR activator 4.1, EBNA-1 inh 1.9, ZTA counter 2.2, proCasp3 act 4.7, LAP4 TOR yeast 117.4, procasp7 counter -0.3 and MEP2-GFP yeast 96.2.
CN(CC/C=C1/c2ccccc2CSc2ccccc21)CCCO was read as RPL19A TOR yeast 100.5, AHR activator 0.0, EBNA-1 inh -1.9, ZTA counter 9.4, proCasp3 act -10.1, LAP4 TOR yeast 113.4, procasp7 counter -1.4 and MEP2-GFP yeast 101.5.
COC(=O)c1cc2ccccc2c(-c2c(O)ccc3ccccc23)c1O was read as RPL19A TOR yeast 95.1, AHR activator 3.0, EBNA-1 inh -13.1, ZTA counter -5.5, proCasp3 act 7.4, LAP4 TOR yeast 111.7, procasp7 counter -0.1 and MEP2-GFP yeast 88.9.
For COc1ccc(-c2n[nH]c(=S)n2-c2ccc(C)cc2C)cc1 the results were RPL19A TOR yeast 101.5, AHR activator 7.9, EBNA-1 inh 4.0, ZTA counter -10.7, proCasp3 act -6.4, LAP4 TOR yeast 89.8, procasp7 counter -8.2 and MEP2-GFP yeast 107.8.
O=C(c1ccc(F)cc1)n1c(NCc2ccccc2)n[nH]c1=S was read as RPL19A TOR yeast 99.9, AHR activator -5.2, EBNA-1 inh -3.5, ZTA counter -3.6, proCasp3 act 8.4, LAP4 TOR yeast 94.9, procasp7 counter -6.5 and MEP2-GFP yeast 102.9.
C=CCNC(=O)c1csc(-c2ccccc2)n1 was read as RPL19A TOR yeast 97.5, AHR activator 11.9, EBNA-1 inh 1.0, ZTA counter -9.2, proCasp3 act -7.1, LAP4 TOR yeast 101.2, procasp7 counter 4.8 and MEP2-GFP yeast 99.7.
Screening CCOC(=O)CSC1=C(C#N)C(c2ccco2)C(C(=O)OCc2ccccc2)=C(C)N1 (stereo not given) returned RPL19A TOR yeast 100.8, AHR activator 1.5, EBNA-1 inh -9.6, ZTA counter 2.1, proCasp3 act 5.1, LAP4 TOR yeast 107.4, procasp7 counter -7.1 and MEP2-GFP yeast 102.5.
For COc1ccc(-n2ccn(CC(=O)Nc3ccc(OC)cc3OC)c(=O)c2=O)cc1 the results were RPL19A TOR yeast 99.3, AHR activator 3.4, EBNA-1 inh 3.2, ZTA counter 9.4, proCasp3 act 1.2, LAP4 TOR yeast 99.9, procasp7 counter 1.2 and MEP2-GFP yeast 96.7.
`Cc1coc2cc3oc(=O)c(CCC(=O)NC4CC4)c(C)c3cc12` gave RPL19A TOR yeast 101.6, AHR activator -0.3, EBNA-1 inh -1.7, ZTA counter 0.6, proCasp3 act 2.2, LAP4 TOR yeast 109.5, procasp7 counter 3.8 and MEP2-GFP yeast 108.0.
Screening COCCCn1c(SCc2nnc(-c3ccc(OC)c(OC)c3)o2)nc2ccccc2c1=O returned RPL19A TOR yeast 98.2, AHR activator 1.9, EBNA-1 inh -0.5, ZTA counter -1.2, proCasp3 act -1.2, LAP4 TOR yeast 113.9, procasp7 counter 16.4 and MEP2-GFP yeast 103.6.
`O=C(CCl)c1ccc2[nH]c(=O)oc2c1` gave RPL19A TOR yeast 94.4, AHR activator -0.7, EBNA-1 inh 4.9, ZTA counter 8.1, proCasp3 act 0.4, LAP4 TOR yeast 95.1, procasp7 counter 7.6 and MEP2-GFP yeast 100.0.
For COc1ccc(C2CC(c3c(O)cc(C)oc3=O)=NCCS2)c(OC)c1 (stereo not given) the results were RPL19A TOR yeast 99.9, AHR activator 5.8, EBNA-1 inh 9.6, ZTA counter -1.3, proCasp3 act -13.7, LAP4 TOR yeast 96.5, procasp7 counter -27.0 and MEP2-GFP yeast 104.8.
Screening CC(C)C(=O)Nc1ccc(N2CCN(C(=O)c3cccs3)CC2)cc1 returned RPL19A TOR yeast 101.3, AHR activator -0.3, EBNA-1 inh 2.3, ZTA counter -9.2, proCasp3 act -3.5, LAP4 TOR yeast 101.5, procasp7 counter -1.4 and MEP2-GFP yeast 107.9.

Three entries drawn at random from the list so far, as already listed:
C=CCNC(=O)c1csc(-c2ccccc2)n1 was read as RPL19A TOR yeast 97.5, AHR activator 11.9, EBNA-1 inh 1.0, ZTA counter -9.2, proCasp3 act -7.1, LAP4 TOR yeast 101.2, procasp7 counter 4.8 and MEP2-GFP yeast 99.7.
For N#C/C(=C\c1c(N2CCN(Cc3ccccc3)CC2)nc2ccccn2c1=O)S(=O)(=O)c1ccccc1 the results were RPL19A TOR yeast 97.6, AHR activator 0.5, EBNA-1 inh 11.9, ZTA counter 10.4, proCasp3 act -8.8, LAP4 TOR yeast 97.7, procasp7 counter -4.4 and MEP2-GFP yeast 97.8.
Screening COc1ccc(OC)c(S(=O)(=O)N2c3ccccc3CC2C)c1 (stereo not given) returned RPL19A TOR yeast 93.8, AHR activator 4.1, EBNA-1 inh 1.9, ZTA counter 2.2, proCasp3 act 4.7, LAP4 TOR yeast 117.4, procasp7 counter -0.3 and MEP2-GFP yeast 96.2.

Going on with the list.
Screening O=C(C1CC(=O)N(C2CCCCC2)C1)N1CCc2ccccc21 (stereo not given) returned RPL19A TOR yeast 109.5, AHR activator 20.0, EBNA-1 inh 6.4, ZTA counter 8.1, proCasp3 act 1.0, LAP4 TOR yeast 91.2, procasp7 counter 0.7 and MEP2-GFP yeast 106.9.
`CCOC(=O)c1nn(-c2ccc(F)cc2)c(C)c1C(C)=O` gave RPL19A TOR yeast 87.1, AHR activator -0.1, EBNA-1 inh -6.7, ZTA counter 11.7, proCasp3 act -7.6, LAP4 TOR yeast 89.2, procasp7 counter 3.4 and MEP2-GFP yeast 91.1.
Screening Cc1ccc(Cc2nnc(SCC(=O)Nc3ccccc3)[nH]c2=O)cc1 returned RPL19A TOR yeast 95.5, AHR activator 2.8, EBNA-1 inh -4.8, ZTA counter 1.4, proCasp3 act -0.7, LAP4 TOR yeast 101.1, procasp7 counter -3.6 and MEP2-GFP yeast 101.5.
`CC(=O)NS(=O)(=O)c1ccc(N=NN2CCOCC2)cc1` gave RPL19A TOR yeast 99.3, AHR activator -1.2, EBNA-1 inh 0.3, ZTA counter -0.8, proCasp3 act 5.5, LAP4 TOR yeast 95.5, procasp7 counter 0.8 and MEP2-GFP yeast 109.5.
`CCOc1ccccc1NC(=O)CSc1nc(N)c(C#N)cc1C#N` gave RPL19A TOR yeast 95.9, AHR activator 46.8, EBNA-1 inh -5.6, ZTA counter 2.4, proCasp3 act -7.2, LAP4 TOR yeast 100.6, procasp7 counter 3.9 and MEP2-GFP yeast 103.8.
For O=S(=O)(NCCN1CCOCC1)c1cc(Cl)c(Cl)cc1Cl the results were RPL19A TOR yeast 103.8, AHR activator 1.5, EBNA-1 inh 3.0, ZTA counter 3.4, proCasp3 act -5.5, LAP4 TOR yeast 84.7, procasp7 counter -4.2 and MEP2-GFP yeast 98.1.
For COc1ccc(-c2nc3c(c(SCC(=O)Nc4cccc(O)c4)n2)Cc2c(CO)cnc(C)c2O3)cc1 the results were RPL19A TOR yeast 97.1, AHR activator 0.6, EBNA-1 inh -7.9, ZTA counter 1.8, proCasp3 act 0.2, LAP4 TOR yeast 107.6, procasp7 counter 2.2 and MEP2-GFP yeast 101.0.
COc1ccc(/C=C/C(=O)OCC(=O)NC(=O)NC(C)(C)C)cc1 was read as RPL19A TOR yeast 94.3, AHR activator 4.1, EBNA-1 inh 2.6, ZTA counter -6.9, proCasp3 act -0.7, LAP4 TOR yeast 119.3, procasp7 counter 10.6 and MEP2-GFP yeast 93.8.
O=C(CN1CCN(Cc2ccc3c(c2)OCO3)CC1)c1c[nH]c2ccccc12 was read as RPL19A TOR yeast 98.7, AHR activator 14.8, EBNA-1 inh 14.2, ZTA counter -1.5, proCasp3 act 5.1, procasp7 counter -5.0 and MEP2-GFP yeast 107.4.
`O=C(NS(=O)(=O)Oc1ccc(F)c(Cl)c1)OC[C@@H]1CCCN2CCCCC12` (stereo not given in full) gave RPL19A TOR yeast 90.4, AHR activator 0.3, EBNA-1 inh -20.5, ZTA counter 1.7, proCasp3 act -3.3, LAP4 TOR yeast 93.9, procasp7 counter -1.7 and MEP2-GFP yeast 95.6.
Screening Cc1c(C(=O)N2CCN(CCc3ccccn3)CC2)oc2ccc(F)cc12 returned RPL19A TOR yeast 104.8, AHR activator 3.1, EBNA-1 inh -13.4, ZTA counter -12.8, proCasp3 act 11.9, LAP4 TOR yeast 104.8, procasp7 counter 0.8 and MEP2-GFP yeast 114.8.
NC(=O)c1nsc(C(=O)N(c2ccccc2)C(C(=O)NC2CCCCC2)c2ccc(O)cc2)c1N (stereo not given) was read as RPL19A TOR yeast 104.5, AHR activator 1.8, EBNA-1 inh 0.5, ZTA counter -2.2, proCasp3 act 0.4, LAP4 TOR yeast 90.3, procasp7 counter 6.1 and MEP2-GFP yeast 108.1.
`CCOC(=O)CN1C(=O)C(=O)N(Cc2c(F)cccc2Cl)C1=O` gave RPL19A TOR yeast 100.9, AHR activator -1.1, EBNA-1 inh -8.9, ZTA counter -7.0, proCasp3 act -0.7, LAP4 TOR yeast 96.4, procasp7 counter -9.8 and MEP2-GFP yeast 103.0.
